# ABCB6 inh MLPCN – inhibitors of human ABC transporter ABCB6 | Q9NP58 | K562-ABCB6 porphyrin accumulation, flow cytometry, 1 h; active compounds read low | fluorescence ratio to DMSO, % at 10 µM | actives 0.19% (n = 360,000);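 active means fluorescence ratio to DMSO below 75%, the collection mean minus 3 SD; inconclusive means too few cells collected in the well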;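 further: signal is porphyrin accumulated inside mitochondria; 100% equals median channel fluorescence of DMSO control wells; lower ratio means ABCB6 inhibition with less porphyrin fluorescence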
# Target sequence (Q9NP58 whole entry, looked up): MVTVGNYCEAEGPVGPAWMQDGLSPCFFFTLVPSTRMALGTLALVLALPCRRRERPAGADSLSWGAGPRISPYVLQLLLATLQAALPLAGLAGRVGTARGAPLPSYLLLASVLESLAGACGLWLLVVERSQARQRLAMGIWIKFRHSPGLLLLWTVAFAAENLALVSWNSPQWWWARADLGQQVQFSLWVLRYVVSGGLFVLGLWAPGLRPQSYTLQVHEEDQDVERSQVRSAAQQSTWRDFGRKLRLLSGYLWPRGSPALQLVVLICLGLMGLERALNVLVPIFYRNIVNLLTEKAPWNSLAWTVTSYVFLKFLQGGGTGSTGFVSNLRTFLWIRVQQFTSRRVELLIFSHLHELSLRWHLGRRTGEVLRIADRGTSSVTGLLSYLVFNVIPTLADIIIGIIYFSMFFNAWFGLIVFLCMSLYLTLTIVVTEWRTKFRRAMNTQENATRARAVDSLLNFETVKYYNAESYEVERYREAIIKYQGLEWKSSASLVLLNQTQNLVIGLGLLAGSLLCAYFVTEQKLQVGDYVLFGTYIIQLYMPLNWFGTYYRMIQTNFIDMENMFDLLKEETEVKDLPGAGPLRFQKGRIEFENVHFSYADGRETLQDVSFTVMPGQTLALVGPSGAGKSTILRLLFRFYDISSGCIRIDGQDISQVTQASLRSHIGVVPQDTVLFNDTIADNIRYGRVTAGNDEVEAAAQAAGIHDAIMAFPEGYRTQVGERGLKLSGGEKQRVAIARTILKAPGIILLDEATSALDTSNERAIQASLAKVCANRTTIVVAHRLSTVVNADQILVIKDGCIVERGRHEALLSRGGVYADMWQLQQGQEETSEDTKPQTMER
# Glyco luc inh – N-linked glycosylation inhibition | D54 ERlucT glycosylation luciferase reporter, 24 h; percent of 100 nM tunicamycin response | reporter increase, % at 12.5 µM | actives 0.23% (n = 360,000) | AID 588692;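 active means mean luciferase reporter signal, scaled so untreated is 0 and the glycosylation-blocking control 100, at or above a set limit in every replicate; inconclusive means mean reaches the limit but not every replicate does; inactive means mean below the limit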;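 further: luciferase carries N-glycosylation sites so blocking glycosylation raises the light; 0% = median of neutral control wells and 100% = median of 100 nM tunicamycin wells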
# Cardio protect – modulators protecting cardiomyocytes from myocardial damage; H9c2 cardiomyocytes, H2O2 injury protection, ATPLite, 2 h; protection from H2O2 cell death, % at 20 µM; AID 588492; actives 0.63% (n = 360,000);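 active means compounds giving at least 50% protection of heart cells from peroxide-induced death in the single-dose screen, raw or plate-pattern-corrected value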;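 further: 0% = DMSO wells with peroxide and 100% = DMSO wells without peroxide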
# MC4R ag barr – activates human MC4R beta-arrestin recruitment | P32245 | actives 0.98% (n = 360,000) | U2OS MC4R beta-arrestin complementation, luminescence; percent of melanotan II response, DMSO zero | activation, % at 8.9 µM;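 active means activation above a per-plate cutoff, the mean activation of sample wells on that plate plus 3 SD, cut at about 8% in these data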
# Vif inh – blocks HIV Vif function; HEK293T cells, Vif self-association by quenched fluorescence, imaging, 24 h; inhibition, % at 7.49 µM; actives 0.35% (n = 340,000); in the data active means inhibition above about 50%, passing the limit was not always enough; inconclusive means no clear call, values can overlap the other calls; inactive means below about 31%; further: some results filed as inactive read as strong as hits
# aDG glyco up – increases alpha dystroglycan glycosylation; Pro5-aDG cells, alpha-DG glycosylation AlphaScreen (IIH6); 0% Pro5, 100% B10-LARGE cell signal; activation, % at 10 µM; actives 0.22% (n = 360,000); AID 624168;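 active means activation of at least 8% versus controls, or a plate z-score of at least 8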;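 further: Pro5 are CHO cells carrying HIG-tagged alpha-DG that lacks glycosylation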
# CaV13 ICDI inh – Disruptors of the CACNA1D IQ motif to Ca2+-dependent inactivation inhibitor domain association, primary screening, Förster resonance energy transfer in intact living … | HEK cells, CFP/YFP FRET ICDI-IQ, plate reader, 10 min; percent FRET-ratio fall versus neutral wells | actives 0.098% (n = 340,000) | inhibition, % at 12.3 µM;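 active means mean replicate inhibition of at least 30% and at least 1% of replicates passing that level; inconclusive means only one of the two criteria is met; inactive means neither criterion is met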;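 further: 0% = median of the neutral control wells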
# HTR2A ag – activates the mouse 5-HT2A serotonin receptor; CHO-K1 mHTR2A beta-arrestin complementation, luminescence; percent of 30 µM serotonin response; AID 624169; P35363; activation, % at 7.6 µM; actives 0.66% (n = 360,000);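 active means activation above a run cutoff, the mean activation of all tested compounds plus 3 SD, cut at about 14% in these data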;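 further: 0% = plate median of compound wells and 100% = 30 µM serotonin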
# MC4R antag cAMP – antagonists of human melanocortin 4 receptor (MC4R). P32245. MC4R-expressing cells, MTII-stimulated cAMP, LANCE TR-FRET. inhibition, % at 6.5 µM. actives 0.48% (n = 360,000). AID 540295;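 active means inhibition above its plate's cutoff, the mean of tested wells on that plate plus 3 SD, cut at about 29% in these data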;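 further: 0% = Melanotan II alone and 100% = Melanotan II plus saturating MCL0020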
#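 Assay system: U2OS-MC4R stable cell line; Also added: Melanotan II; Technique: Eu-cAMP/anti-cAMP TR-FRET, emission 671 nm; Times: 30-min compound, 1-h challenge, 1-h detection, room temperature.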
# PDI turbidity – inhibitors of human protein disulfide isomerase | P07237 | PDI insulin aggregation turbidity, A650, 90 min | inhibition, % at 10 µM | actives 0.052% (n = 350,000);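 active means mean inhibition across replicates of 30% or more, whatever share of single replicates reach that level; inconclusive means mean inhibition below 30% while every single replicate reaches 30%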;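 further: absorbance from insulin aggregation driven by PDI reduction with DTT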
# Numbers without * were called inactive; ? = inconclusive; / = no result given; & = joins results of further samples. Random draw from the library; about 3.6% have a hit in one of these screens.
SMILES	MC4R antag cAMP	PDI turbidity	Vif inh	HTR2A ag	ABCB6 inh MLPCN	aDG glyco up	Glyco luc inh	MC4R ag barr	Cardio protect	CaV13 ICDI inh
CCOc1ccc(S(=O)(=O)N2CCN(C(=O)CCC(=O)N3CCOCC3)CC2)cc1	4	1	-4	4	97	-0.1	3	0.1	-2	-7
COc1ccc(CNC(=O)C2CCN(c3nnc(N4CCCC4=O)s3)CC2)cc1	2	/	/	12	98	0.1	2	1.3	-3	-4
O=C(COC(=O)c1ccccn1)NNC(=O)c1ccc(Br)cc1	8	6	3	-3	99	-0.2	2	-0.6	0	-5
Cc1ccccc1-n1c(O)c(C=NC2CCS(=O)(=O)C2)c2ccccc2c1=O (stereo not drawn)	13	15	1	3	103	-0.1	2	-0.7	5	-5
O=C(Nc1ccccc1N1CCOCC1)[C@@H]1O[C@H](CO)[C@H](O)[C@H](O)[C@H]1O	1	1	-10	1	94	-0.1	1	-1.0	-2	-10
FC(F)(F)c1ccccc1NC(=S)Nn1cnnc1	16	-4	/	0	103	-0.3	0	-0.1	-3	/
N#CCSc1nccc(/C=C/c2ccccc2)n1	5	4	-3	3	107	0.1	0	0.7	-1	28
O=S(=O)(Cc1nnnn1-c1ccc(Br)cc1)c1ccccc1	1	-12	-6	1	96	0.1	-2	-1.3	0	-5
CCCCCN(C(=O)NC(=O)Nc1cccc(C)c1C)S(C)(=O)=O	6	-7	4	7	97	-0.2	-1	0.1	-12	10
Cc1cccc(N2CCN(c3nnnn3-c3ccccc3)CC2C)c1 (stereo not drawn)	-7	-5	/	0	95	0.0	-3	-1.0	-1	-6
CCc1ccc(-c2cc(C)no2)cc1S(=O)(=O)N1CCCN(Cc2ccc(F)cc2)C1	-4	10	3	-13	97	2.0	-1	-2.6	-5	-2
Nc1ncnc2c1ncn2[C@@H]1O[C@H](C(=O)NCC(F)(F)F)[C@@H](O)[C@H]1O	/	/	97*	-1	98	-0.1	1	/	4	-6
CCOC(=O)CC1C(=O)NCCN1S(=O)(=O)c1ccc(F)cc1 (stereo not drawn)	-5	6	-4	-3	100	-0.2	2	-0.7	7	-6
O=C(c1ccc2c(c1)OCO2)N1CCN(c2ccccc2)CC1	1	-2	-10	0	95	-0.1	0	0.6	3	0
CCOC(=O)CN1NC2(CCCCC2)NC1=S	-1	1	3	0	83	-0.2	0	0.2	8	/
CSCc1c(C(=O)NCCc2ccccn2)oc2ccccc12	1	9	0	0	98	0.1	3	-1.0	-4	-4
CN1C[C@@H]2[C@@H]3C(=O)N(C)C(=O)[C@@H]3[C@](Cc3ccccc3)(C1=O)N2C(=O)c1ccc(F)cc1	-4	1	-2	7	96	-0.1	2	-0.2	6	-10
O=C(Nc1ccncc1)Nc1ccc(Cl)cc1Cl	3	-5	5	-2	97	0.4	3	-1.5	-8	/
COc1ccc(-c2cc(NC=O)c3ncc(-c4cccc(C(=O)NCCN(C)C)c4)n3c2)cn1	-26	-25	5	1	98	-0.1	-6	1.4	2	-5
CCOC(=O)c1ccc(CSC(=N)N)o1	-1	5	-1	-1	96	0.1	11	-3.0	-6	5
COc1ccc(NC(=O)CSc2nc(N)c3cc4c(nc3n2)CCCC4)c(OC)c1	0	7	-1	0	102	-0.2	-2	-0.9	-8	/
CCc1ccc(CNC(=O)c2ccc(OC3CCN(C(=O)COC)CC3)cc2)nc1	0	-1	1	-3	97	0.2	-1	-2.9	-4	-2
O=C(COc1ccc(F)cc1Br)NCC1COc2ccccc2O1 (stereo not drawn)	-2	-5	-14	-8	101	0.1	0	1.5	-4	-17
O=C(NCCc1ccccc1)C1CC(=O)N(c2ccc3c(c2)OCCO3)C1 (stereo not drawn)	3	0	25	-5	101	0.0	-2	-3.1	3	-16
COc1ccccc1CNC(=O)CN1CCC(n2cnc3cc(F)ccc32)CC1	-1	-7	1	-5	105	0.0	1	-1.2	15	-2
Cc1ccc(S(=O)(=O)N(C)C[C@@H]2Oc3ncc(Br)cc3C(=O)N([C@H](C)CO)C[C@H]2C)cc1	-6	4	3	4	89	0.1	-1	1.6	5	-7
Cn1c(=O)n(CC(=O)NCC2CCCO2)c(=O)c2c3c(sc21)COC(C)(C)C3 (stereo not drawn)	22	7	1	2	98	0.1	1	-1.3	0	-2
Cc1c(NC(=O)CCSCCc2ccccn2)cccc1[N+](=O)[O-]	3	-4	-10	0	99	0.0	0	-3.1	-1	9
Cc1cccn2c(=O)c(C=NCCO)c(NCc3ccco3)nc12	1	2	0	4	88	-0.1	-1	0.8	8	-4
CCOc1ccc(C(=O)N2CCCC2C(=O)O)cc1 (stereo not drawn)	4	-1	0	4	102	-0.2	0	-1.8	-5	/
Cn1cccc1/C=C1\SC(=Nc2ccccc2)NC1=O	-10	-5	1	0	102	-0.2	23	-1.2	-6	3
CC1CCCN(C(=O)CNC(=O)c2ccco2)C1 (stereo not drawn)	10	4	-8	-2	103	0.4	2	0.6	6	/
Cc1n[nH]c(C)c1S(=O)(=O)N1CCC(C(=O)N2CCn3c2nc2ccccc23)CC1	7	3	11	-1	96	0.2	1	-4.8	4	-7
CC(OC(=O)CCCN=C1NS(=O)(=O)c2ccccc21)C(=O)Nc1ccc(F)cc1Cl (stereo not drawn)	9	-5	-14	-3	101	-0.4	2	-2.8	-2	-6
O=S(=O)(Nc1ccccc1O)c1ccc(Cl)nc1	0	1	-2	5	97	0.0	1	-0.6	-3	-4
CCCSc1nnc(CSc2nc3ccccc3s2)n1-c1ccccc1	4	-1	-12	-2	97	0.4	-5	0.2	-20	-8
COCCCNC(=O)c1ccc2c(=O)n(Cc3ccc4c(c3)OCO4)c(=S)[nH]c2c1	6	0	18	5	108	-0.2	-1	0.6	3	-5
CN(C)c1cccc(/C=C(\C#N)c2ccccc2)c1	-20	3	-6	-6	101	-0.3	-9	-1.4	-20	-3
CN(C)C(CNC(=O)C1CCCN(C(=O)c2ccc(Cl)cc2)C1)c1ccco1 (stereo not drawn)	7	-6	19	3	94	-0.1	-1	-0.8	13	-4
Cc1ccccc1C(=O)c1cccn1CC(=O)NCCCc1ccccc1	1	-11	7	-3	106	0.2	-1	-1.7	-6	-7
CCCCOC(=O)Nc1cc(C(=O)OC)ccc1C(=O)OC	-1	-5	/	-2	91	-0.1	-2	-0.6	-6	/
NC(=O)c1oc2ccccc2c1NC(=O)CN1CCCCC1	3	2	-2	3	98	0.0	3	-1.3	0	-8
COc1ccc(NC(=O)Nc2ccc3c(c2)C(=O)N([C@H](C)CO)C[C@H](C)[C@@H](CN(C)C(=O)Nc2ccc(OC)cc2)O3)cc1	10	-37	14	-3	99	0.8	2	1.1	-5	-3
Cc1ccc2nc(NCCC(=O)O)nc(-c3ccccc3)c2c1	3	-2	4	1	102	0.3	5	-0.6	-8	-2
CCN1C(=O)[C@@H]2[C@H](C1=O)[C@@H]1C(=O)Nc3ccccc3C(=O)N1[C@@H]2c1cccc(Cl)c1	7	-3	3	2	102	-0.2	3	0.0	13	/
COc1ccc(C(=O)NCC(c2cccs2)N2CCc3ccccc32)cc1OC (stereo not drawn)	-2	2	-26	8	99	-0.2	-1	-0.9	-2	-6
COC(=O)c1ccc(/C=C/C(=O)c2cccc(OC)c2)cc1	14	4	2	1	99	0.4	?	-0.1	-4	/
CC(=O)N1C(C)(C)CC(=NOC(=O)c2ccccc2)CC1(C)C	13	1	-7	-4	100	-0.2	1	-3.9	-2	-6
CCc1nc2c(OCc3ccccc3)cccn2c1N(C)C(=O)C(C)C	3	-2	4	0	90	1.2	-1	0.5	2	-6
Cc1ccc(CNC(=O)CS(=O)(=O)CC(=O)O)cc1	5	-1	-1	6	86	-0.2	2	-0.8	4	-4
COc1ccc(-c2nc3cnccn3c2Nc2ccc(C)cc2)cc1	19	/	-3	-2	97	0.1	3	0.3	-6	-5
Cc1ccc(N2C(=O)N3[C@H]4c5ccccc5OC[C@@H]4[C@@H](c4ccccc4)[C@@]3(C)C2=O)cc1	8	5	/	8	94	-0.3	-12	1.0	1	/
O=C(Nc1nnc(-c2cccs2)o1)C1CC1	9	-7	6	-1	99	-0.2	1	0.7	8	-6
O=C(O)c1cc(-n2[nH]c(=O)c3ccccc3c2=O)ccc1Cl	0	10	-2	4	98	0.0	3	-0.4	-2	-2
CC1CCN(Cc2c(C(=O)N/N=C/c3cc(Cl)ccc3O)nnn2-c2nonc2N)CC1	5	-10	20	-2	99	0.7	-7	3.3	48	-7
O=[N+]([O-])c1cc(-c2cnc3ccccc3n2)ccc1Oc1ccc(Br)cc1	-1	-9	-1	0	96	0.7	1	-0.9	-6	-4
CC1=C(C(=O)Nc2ccccc2)C(c2ccco2)NC(=O)N1 (stereo not drawn)	3	-6	26	0	100	0.0	1	0.1	4	-5
Cc1ccc(S(=O)(=O)N2CCCC(C(=O)N3CCN(C)CC3)C2)cc1 (stereo not drawn)	11	-3	-6	-2	94	2.9	3	-2.8	-1	-6
Cn1c(=O)[nH]c(=O)c2c1nc(CN1CCN(c3cccc(Cl)c3)CC1)n2CCN1CCOCC1	8	6	-4	-1	102	0.2	2	-0.9	5	-11
O=C(NCCc1ccc(Cl)cc1)c1cnc2n(c1=O)CCS2	3	13	-4	-6	84	1.1	1	-0.9	3	-6

# Following part
SMILES	MC4R antag cAMP	PDI turbidity	Vif inh	HTR2A ag	ABCB6 inh MLPCN	aDG glyco up	Glyco luc inh	MC4R ag barr	Cardio protect	CaV13 ICDI inh
CCSCc1nnc(SCC(=O)Nc2nc3ccccc3s2)n1C	2	-19	1	2	100	0.2	2	-0.5	-6	/
COCCNc1nc2c(S(=O)(=O)c3cc(C)ccc3C)nnn2c2ccccc12	-1	-2	-8	1	92	-0.4	-2	-1.8	33	-4
COc1cccc2cc(C(=O)N3CCCCCCC3)c(=O)oc12	-6	6	6	3	97	0.0	4	-0.6	17	7
Cc1ccc(CN2C(=O)C(Cc3ccccc3)Nc3ncnc(N4CCCCC4)c32)cc1 (stereo not drawn)	-2	4	-5	-5&-1	97&101	-0.1&-0.2	-2&2	-1.5	4&-2	-5&-6
O=C(NNC(=O)c1ccc(-c2ccccc2)cc1)Nc1ccccc1F	7	0	/	-4	100	-0.1	2	-0.5	-3	-11
O=C(Cc1ccccc1)NCc1ccc(-n2cccc2)cc1	-3	6	3	-10	106	-0.3	20	-0.8	4	-6
Cc1ccc2nc(-c3ccccc3C)oc(=O)c2c1	-1	-11	6	4	99	-0.2	1	-0.7	-6	-4
CC(=O)C1=CCC(c2ccc(Cl)cc2)N(S(=O)(=O)c2ccc(C)cc2)C1 (stereo not drawn)	/	/	19	-3&1	96&98	0.3&-0.1	2&7	/	-3&-7	-3
